# HIV peptide binding: cell-free HIV fusion peptide-binding blockers – biochemical, uHTS, fluorescence dequenching, primary screen (AID 1986) | actives 0.3% (n = 290,000) | inhibition, % at 20 µM; hits with a dose series show IC50 in µM | cell-free peptide binding, fluorescence dequenching, 30 min; higher % means a stronger effect; in the data active = inhibition mostly above about 52%, no sharp cut-off; inactive = mostly below about 76%; note: some results filed as inactive read as strong as hits
# AID2073: inhibitors of Mint1-CaV2.2 protein interaction, biochemical, HTRF (AID 2073) | HTRF protein-protein interaction, Mint1-CaV2.2; higher % means a stronger effect | inhibition, % at 20 µM; hits with a dose series show IC50 in µM | actives 0.19% (n = 290,000); in the data active = inhibition mostly above about 51%, no sharp cut-off; inconclusive = no clear call, values can overlap the other calls; inactive = mostly below about 53%; note: some results filed as inactive read as strong as hits
# HEK293 NOD2/NF-kB: inhibition of NOD2-driven NF-kB reporter – cell-based, luminescence, uHTS, HEK293 (AID 1566). HEK293 NOD2/NF-kB luciferase reporter, luminescence; higher % means a stronger effect. one-dose inhibition, % at 4 µM; EC50 in µM for titrated hits. actives 0.63% (n = 290,000); note: many of its hits are not listed in these tables
# Yfh1-depleted yeast: mitochondrial function rescue without frataxin homolog – Friedreich's ataxia, plus single-dose screen, dose response (AID 1465) | S. cerevisiae Yfh1-off respiration, WST-1 reduction, 72 h; higher fold induction means a stronger effect | fold induction at 50 µM, or EC50 in µM where a hit was titrated | actives 0.074% (n = 220,000);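 active = fold induction of absorbance versus untreated yeast above a set limit, then at least 30% activation at any dose in follow-up; inconclusive = repeats straddling the limit, or above it without dose testing; inactive = fold induction below the set limit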;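 note: activators that raise dye reduction in frataxin-depleted yeast; strong numbers were not always called active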
# KOR beta-arrestin-1: kappa opioid receptor blockers – cell-based, luminescence, uHTS (AID 1778); actives 0.091% (n = 290,000); KOR beta-arrestin recruitment, luminescence, antagonist mode; higher % means a stronger effect; one-dose inhibition, % at 10 µM; IC50 in µM for titrated hits; note: strong numbers were not always called active
# Dengue-2 NS5 capping: flavivirus cap methylation enzyme inhibition – biochemical, confirmation dose response, primary screen (AID 588689); actives 0.3% (n = 340,000); one-dose inhibition, % at 25 µM; IC50 in µM for titrated hits; Dengue-2 NS5 methyltransferase capping enzyme assay, biochemical; higher % means a stronger effect; in the data active = a potency from the dose series; inconclusive = inhibition above about 29% without an active follow-up result
# NOD1 inhibition: NOD1 signaling inhibitors, primary screen, cell-based, luminescence, uHTS (AID 1578) | actives 1% (n = 290,000) | NOD1-driven NF-kB luciferase reporter cells, luminescence; higher % means a stronger effect | one-dose inhibition, % at 4 µM; EC50 in µM for titrated hits; in the data active = inhibition mostly above about 36%, no sharp cut-off; inactive = mostly below about 34%;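 note: HEK-293T reporter cells stimulated with the NOD1 agonist gamma-tri-DAP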
# KOR beta-arrestin-2: kappa opioid receptor activators – cell-based, luminescence, uHTS, primary screen (AID 1777); KOR beta-arrestin recruitment, luminescence; higher % means a stronger effect; one-dose activation, % at 10 µM; EC50 in µM for titrated hits; actives 0.02% (n = 280,000); in the data active = activation above about 50%, passing the limit was not always enough; note: a part of the inactive calls stands beside numbers as strong as those of hits
# West Nile virus CPE: inhibition of WNV-induced cytopathic effect – cell-based, CPE readout (AID 1621). actives 0.02% (n = 290,000). CPE inhibition, % at 10 µM; hits with a dose series show IC50 in µM. West Nile virus-infected cells, CPE inhibition; higher % means a stronger effect; in the data active = a potency from the dose series; inconclusive = CPE inhibition mostly from about 3.7% at the one dose, without a potency; inactive = the rest, 99 in 100 with CPE inhibition below about 2.2%; note: strong numbers were not always called active
# Dengue-2 NS5 capping pilot replicate: further read-out of Dengue-2 NS5 capping, marked with its call; inhibition, %; measured here: pilot screen replicate inhibition
# * marks the source's active call; other numbers are inactive results; i = inactive; u = inconclusive; x = not tested or not shown; [ ] = another dose, or the depositor's remark. Cut-off read from the data, not from the text of the source, unless noted: active = inhibition above about 50%; inactive = the rest. Only part of the results is shown; count on the stated rates, not on these rows.
SMILES,HIV peptide binding,AID2073,HEK293 NOD2/NF-kB,Yfh1-depleted yeast,KOR beta-arrestin-1,Dengue-2 NS5 capping,NOD1 inhibition,KOR beta-arrestin-2,West Nile virus CPE,others
Cn1c(=O)c2[nH]c(NCCCN3CCOCC3)nc2n(C)c1=O,6.2%,-4%,8%,i,-32%,0%,-13%,3.7%,-0.2%,
COCCNC(=O)c1ccc(CS(=O)(=O)c2ccccc2OC)o1,-0.3%,-3%,-11%,x,-1%,-6%,-14%,-0.6%,0.7%,
COCCOC(=O)C1=C(C)N=C2SCCC(=O)N2C1c1cccs1 (configuration not stated),-0.3%,16%,19%,i,-28%[20 µM],-2%,-29%,x,-0.7%,
O=Cc1cn[nH]c1-c1cccc([N+](=O)[O-])c1,-0.5%,5%,10%,i,13%,8%,-11%,-2.0%,1.6%,
Cc1ccc(S(=O)(=O)c2ccc(Cl)cc2)cc1S(=O)(=O)N1CCOCC1,-0.4%,-6%,2%,i,9%,-3%,5%,4.6%,u,
Cc1c(OCC(=O)N2CCN(c3ccccc3)CC2)ccc2c3c(c(=O)oc12)CCCC3,1.3%,-1%,x,x,14%,-7%,x,-2.7%,0.4%,
CCOC(=O)CC(NC(=O)C(CC)c1ccccc1)c1ccccc1Cl (configuration not stated),1.2%,-8%,-20%,i,14%,1%,-17%,8.2%,-1.4%,
N#Cc1cc([N+](=O)[O-])cnc1Nc1ccccc1,1.8%,-3%,20%,i,x,2%,-11%,-4.4%,-0.1%,
COc1cc(C2c3c(-c4cc(Cl)c(C)cc4O)n[nH]c3C(=O)N2Cc2cccnc2)ccc1O (configuration not stated),3.7%,8%,5%,i,-13%,-6%,23%,0.2%,0.2%,
CCc1ccc(CNC(=O)C2CCCN(S(=O)(=O)N(CC)c3ccccc3)C2)cc1 (configuration not stated),-0.3%,7%,-4%,x,-9%,5%,8%,-0.5%,-0.3%,
CCCOc1ccc(C(=O)N2CCN(c3ccc(N)cc3Cl)CC2)cc1,-2.1%,-7%,-29%,i,33%,-5%,-13%,-2.2%,0.3%,
CCOC(=O)c1ccc(NS(=O)(=O)c2c(C)nc3sccn3c2=O)cc1,1.8%,22%,27%,x,-49%[20 µM],-2%,-6%,-5.1%,-0.6%,
O=C(COC(=O)c1ccc(-c2cnc3ccccc3n2)cc1)c1ccccc1,1.8%,18%,-40%,i,-28%,6%,-8%,28%,-0.5%,
CC1CCCC(C)N1C(=O)c1cc(-c2ccc(Cl)c(Cl)c2)on1 (configuration not stated),1.1%,-5%,-92%,i,-10%,1%,-29%,3.0%,-0.3%,
Cc1nn(C/C(C#N)=N\O)c(C)[n+]1N,-1.4%,3%,6%,i,30%,-6%,-21%,-4.0%,-0.6%,
O=C(COC(=O)Cc1cccc(C(F)(F)F)c1)Nc1ccccc1,-1.1%,-4%,7%,i,-13%,-10%,0%,-4.7%,-0.1%,
CCOc1ccccc1CN1CCN(Cc2ccc3cc(F)ccc3n2)CC1CCO (configuration not stated),1.5%,2%,4%,x,-26%[20 µM],3%,8%,2.0%,-1.5%,
C=CCOn1c(=O)c(-c2cc3ccccc3o2)[n+]([O-])c2ccccc21,-1.1%,30%,-88%,i,15%,u,-112%,-2.6%,0.2%,
CC(C)N(Cc1ccccc1)C(=O)CN1C(=O)c2ccccc2C1=O,-1.5%,-2%,14%,x,-5%[20 µM],2%,-16%,-5.4%,0.0%,
Cc1ccc(-c2cc3c(N=O)c4ccccc4c-3n[nH]2)cc1,3.0%,34%,71%*,i,-30%,-1%,-13%,-1.1%,-0.1%,
O=C(CN(c1cccc(C(F)(F)F)c1)S(=O)(=O)c1ccc(Cl)c([N+](=O)[O-])c1)NCc1ccccc1,5.5%,-10%,12%,i,x,0%,22%,-2.0%,-0.8%,
Cc1c(C(=O)N2CCC[C@H]2C(N)=O)oc2c(F)cccc12,1.1%,-1%,-3%,x,-37%,-4%,-31%,-1.3%,0.2%,
Cc1noc(C)c1COc1cccc(C(=O)OCC(=O)N2CC(=O)Nc3ccccc32)c1,0.2%,-4%,-27%,i,-59%,-2%,-10%,19%,u,
CC(C)c1nc2cc3ccccc3cc2[nH]1,-0.5%,9%,-23%,i,-4%,1%,-24%,9.0%,-0.6%,

# 2 entries drawn at random from those above, as already listed:
SMILES,HIV peptide binding,AID2073,HEK293 NOD2/NF-kB,Yfh1-depleted yeast,KOR beta-arrestin-1,Dengue-2 NS5 capping,NOD1 inhibition,KOR beta-arrestin-2,West Nile virus CPE,others
O=C(COC(=O)c1ccc(-c2cnc3ccccc3n2)cc1)c1ccccc1,1.8%,18%,-40%,i,-28%,6%,-8%,28%,-0.5%,
O=C(CN(c1cccc(C(F)(F)F)c1)S(=O)(=O)c1ccc(Cl)c([N+](=O)[O-])c1)NCc1ccccc1,5.5%,-10%,12%,i,x,0%,22%,-2.0%,-0.8%,

# Further compounds
SMILES,HIV peptide binding,AID2073,HEK293 NOD2/NF-kB,Yfh1-depleted yeast,KOR beta-arrestin-1,Dengue-2 NS5 capping,NOD1 inhibition,KOR beta-arrestin-2,West Nile virus CPE,others
O=C(NCc1cccs1)C1(S(=O)(=O)c2ccccc2)CC=CC1,1.0%,-8%,-3%,x,1%[20 µM],10%,-26%,2.4%,0.3%,
NNC(=O)C12CC3CC(C1)CC(n1ncnn1)(C3)C2,1.5%,-1%,7%,i,-20%,-4%,-30%,-1.2%,0.5%,
CCCCOc1ccc(OCCCC)c2c1NC1(N2)C(=O)N(C(C)=O)c2ccccc21,6.7%,-4%,13%,i,-12%,-5%,12%,-4.4%,0.2%,
Oc1ccc(-c2csc(NCc3ccco3)n2)cc1,3.8%,-12%,-34%,i,12%,-8%,-76%,-2.7%,0.5%,
CC1CCC(NCCNC(=O)c2ccco2)CC1 (configuration not stated),-0.9%,-11%,-10%,x,-10%,0%,-9%,-3.2%,-0.7%,
COc1cc(/C=N/NC(=O)c2c(C)nnn2-c2nonc2N)ccc1O,-1.4%,-24%,16%,i,12%,0%,-16%,-1.5%,0.3%,
CC(NC(=O)Cc1ccccc1)c1ccccc1 (configuration not stated),1.8%,5%,-3%,x,-3%,1%,-1%,4.4%,0.6%,Dengue-2 NS5 capping pilot replicate=0.6
CCOC(=O)N1CCN(C(=O)c2cn(CC)c3cc(N4CCN(C)CC4)c(F)cc3c2=O)CC1,1.6%,11%,16%,x,8%,x,-19%,-5.9%,x,
CCN(CC)c1ccc(C=C(c2nnnn2-c2ccc(C)cc2)c2nnnn2-c2ccc(C)cc2)cc1,16%,15%,6%,i,17%,-36%,9%,-1.7%,-0.4%,
O=C(Cn1cnc2cc([N+](=O)[O-])ccc2c1=O)NC(c1ccccc1)c1ccccc1,0.8%,13%,6%,i,-4%,-16%,-34%,3.5%,-0.5%,
O=S(=O)(c1cc(F)ccc1F)N1CCC2(CC1)OCCO2,-1.7%,4%,12%,x,-4%,-4%,-7%,7.6%,0.0%,
CCOC(=O)c1cnn(-c2cc(C)c3ccccc3n2)c1N,0.6%,-1%,-7%,i,12%,-3%,-45%,-0.2%,-0.4%,
COc1cc(-c2nnc(SCC(=O)N(Cc3ccccc3)C(C)(C)C)o2)cc(OC)c1OC,1.9%,1%,8%,i,3%,0%,10%,-6.2%,3.3%,
CCCc1cc(=O)n2[nH]c(-c3cccc(Br)c3)cc2n1,5.4%,10%,-63%,x,-5%,3%,-7%,-1.0%,-0.9%,
COc1ccc(-c2nc(N)n(C(=O)Cc3ccccc3)n2)cc1,1.3%,5%,-21%,i,-3%,2%,-13%,1.2%,1.4%,
C=C(C)Cn1c(CCNC(=O)C(C)(C)C)nc2ccccc21,0.6%,-1%,3%,i,13%,2%,-6%,-1.8%,-0.3%,
CC(C)[C@H](NC(=O)c1ccccc1)C(=O)NCCc1ccccc1,1.1%,-6%,-20%,x,-25%,5%,-9%,0.3%,-0.3%,
Cc1ccccc1NC(=O)CN1CCC(n2nnc3ccccc32)CC1,0.0%,-6%,10%,i,-2%,7%,-12%,-3.2%,-0.8%,
C[C@]12CCC(O)CC1=CCC1C2CC[C@]2(C)/C(=N\NC(N)=S)CCC12 (some centres not stated),-0.5%,-5%,24%,x,-16%,-2%,13%,0.3%,-0.6%,
Cc1ccc(NC(=O)CS(=O)(=O)c2cn(C)c3ccccc23)c(C)c1,-1.1%,0%,7%,i,23%,-3%,8%,-4.7%,-0.1%,
CCOC(=O)NC(=S)Nc1c(C)n(C)n(-c2ccccc2)c1=O,0.9%,4%,1%,i,-16%,2%,-46%,-7.1%,0.5%,
CC(C)(C)NCC(O)COc1ccc(Br)cc1 (configuration not stated),3.1%,5%,-4%,i,-6%[20 µM],-3%,-41%,-2.4%,-0.4%,
Cc1cc(C)cc(N(CC(=O)NC2CCCCC2)C(=O)CCCC(=O)Nc2ccccn2)c1,1.3%,-1%,16%,x,-25%,2%,-2%,-3.1%,-1.2%,
COc1ccccc1-n1cnnc1SCC(=O)NC1CCS(=O)(=O)C1 (configuration not stated),-1.8%,7%,18%,i,-10%,-8%,-22%,-3.9%,0.9%,

# Ordered by formula weight (lowest first): 6 of the compounds above
SMILES,HIV peptide binding,AID2073,HEK293 NOD2/NF-kB,Yfh1-depleted yeast,KOR beta-arrestin-1,Dengue-2 NS5 capping,NOD1 inhibition,KOR beta-arrestin-2,West Nile virus CPE,others
C=C(C)Cn1c(CCNC(=O)C(C)(C)C)nc2ccccc21,0.6%,-1%,3%,i,13%,2%,-6%,-1.8%,-0.3%,
CCCc1cc(=O)n2[nH]c(-c3cccc(Br)c3)cc2n1,5.4%,10%,-63%,x,-5%,3%,-7%,-1.0%,-0.9%,
CCOC(=O)NC(=S)Nc1c(C)n(C)n(-c2ccccc2)c1=O,0.9%,4%,1%,i,-16%,2%,-46%,-7.1%,0.5%,
Cc1ccccc1NC(=O)CN1CCC(n2nnc3ccccc32)CC1,0.0%,-6%,10%,i,-2%,7%,-12%,-3.2%,-0.8%,
Cc1ccc(NC(=O)CS(=O)(=O)c2cn(C)c3ccccc23)c(C)c1,-1.1%,0%,7%,i,23%,-3%,8%,-4.7%,-0.1%,
COc1ccccc1-n1cnnc1SCC(=O)NC1CCS(=O)(=O)C1 (configuration not stated),-1.8%,7%,18%,i,-10%,-8%,-22%,-3.9%,0.9%,

# Bioassay records as filed in PubChem BioAssay.
